Screens deposited in PubChem by several laboratories.
MgcRacGAP inhibition: MgcRacGAP GTPase-activating activity inhibitors, confirmation, biochemical, ADP Hunter fluorescence | 340,000 compounds, 0.6% hits | MgcRacGAP-stimulated Rac1 GTP hydrolysis, ADP Hunter fluorescence; higher % means a stronger effect; GST-tagged Rac1 F28L mutant substrate | inhibition, % at 30 µM; hits with a dose series show IC50 in µM | AID 624330;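 active = first-screen hits whose inhibition reached a set limit at any dose in the follow-up dose series; inconclusive = inhibition above the set first-screen limit but never retested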;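 note: fluorescence reports GDP produced by GAP-driven GTP hydrolysis; strong numbers were not always called active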
LYP inhibition: inhibitors of LYP phosphatase, biochemical, fluorescence intensity, uHTS (AID 1779); recombinant LYP phosphatase, fluorescence intensity; higher % means a stronger effect; one-dose inhibition, % at 11.5 µM; IC50 in µM for titrated hits; 290,000 compounds, 0.054% hits; in the data active = inhibition above about 50%;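 note: plate controls were vehicle with enzyme for no effect and no enzyme for full effect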
Myeloid diff 2: myeloid differentiation induction; ER-HoxA9 myeloid progenitors, lysozyme-GFP differentiation, flow cytometry; calls only at 10 µM; 360,000 compounds, 1% hits;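 active = normalized GFP-positive differentiation at or above the plate's own cutoff, the solvent-only control mean plus 3 SD; inconclusive = no clear call, values can overlap the other calls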;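 note: cells exposed to compound for four days before flow analysis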
HIV fusion peptide: cell-free HIV fusion peptide-binding blockers – biochemical, uHTS, fluorescence dequenching, primary screen (AID 1986). cell-free peptide binding, fluorescence dequenching, 30 min; higher % means a stronger effect. inhibition, % at 20 µM; hits with a dose series show IC50 in µM. 290,000 compounds, 0.3% hits; in the data active = inhibition mostly above about 52%, no sharp cut-off; inactive = mostly below about 76%; note: some results filed as inactive read as strong as hits
GPR35 arrestin U2OS: GPR35 antagonists blocking zaprinast-driven arrestin recruitment, primary screen, imaging, U2OS, beta-arrestin-GFP, zaprinast agonist (AID 2058); U2OS GPR35 beta-arrestin-GFP translocation imaging, zaprinast antagonism; higher % means a stronger effect; one-dose inhibition, % at 10 µM; IC50 in µM for titrated hits; 290,000 compounds, 0.052% hits;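 active = inhibition of at least 50% with at least 30 cells and total cytoplasm GFP at most 10,000,000; inconclusive = under 30 cells or total GFP of 10,000,000 plus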
GPR55 LPI antagonism: GPR55 antagonists blocking LPI-driven arrestin recruitment, primary screen, imaging, U2OS, beta-arrestin-GFP, LPI agonist (AID 2013). U2OS GPR55 beta-arrestin-GFP translocation imaging, LPI antagonism; higher % means a stronger effect. inhibition, % at 10 µM, or IC50 in µM where a hit was titrated. 290,000 compounds, 0.13% hits;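 active = spots per cell inhibited over 60%, with over 100 cells counted and total cytoplasm intensity under 500,000; inconclusive = wells with under 100 cells, flagged as likely toxic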;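 note: U2OS cells stably carrying GPR55 and arrestin-GFP stimulated by 5 µM LPI near EC80; imaged beta-arrestin-GFP aggregate spots per cell after agonist stimulation; plate controls were LPI-stimulated DMSO wells for no effect and DMSO wells without LPI for full effect; some results filed as inactive read as strong as hits; confirmed hits need IC50 under 10 µM and bright autofluorescent wells are also inconclusive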
PhoP inhibition: PhoP-dependent GFP reporter repression – Salmonella Typhimurium, primary screen (AID 1863) | one-dose inhibition, % at 50 µM; IC50 in µM for titrated hits | S. Typhimurium PhoP-regulated promoter GFP reporter, 4 h; higher % means a stronger effect | 300,000 compounds, 0.16% hits;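 active = inhibition over 29.93%, a cutoff 3 SD above the screen mean, later confirmed by dose response; inconclusive = inhibition over 29.93% but no dose response follow-up; inactive = inhibition at most 29.93% or unconfirmed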;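 note: 0% = low Mg2+ inducing control and 100% = high Mg2+ repressing control; strong numbers were not always called active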
Siah-1 displacement: blockers of Siah-1 interaction with plectin peptide – biochemical, fluorescence polarization, rhodamine-plectin, uHTS, primary screen (AID 1817). displacement, % at 20 µM, or IC50 in µM where a hit was titrated. 290,000 compounds, 0.02% hits. Siah-1 / rhodamine-plectin peptide fluorescence polarization; higher % means a stronger effect;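 active = displacement of at least 50% at 20 µM, with a fluorescence ratio check between 0.3 and a set limit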;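 note: plate controls were Siah plus tracer with DMSO for no effect and tracer alone without Siah for full effect; strong numbers were not always called active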
NTR1 agonist: agonists of NTR1, primary screen, imaging, U2OS cells, beta-arrestin-GFP, high content (AID 493036). 330,000 compounds, 0.17% hits. P30989. NTR1-U2OS beta-arrestin-GFP spot imaging, agonist mode. activation, % at 20 µM;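 active = activation at or above 40% of the spot to cytoplasm intensity ratio, with at least 20 cells analyzed; inconclusive = wells under 20 cells, flagged as cytotoxic or low count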;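 note: 0% = DMSO without peptide and 100% = 100 nM NTR1 peptide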
Target sequence (P30989 whole entry, looked up): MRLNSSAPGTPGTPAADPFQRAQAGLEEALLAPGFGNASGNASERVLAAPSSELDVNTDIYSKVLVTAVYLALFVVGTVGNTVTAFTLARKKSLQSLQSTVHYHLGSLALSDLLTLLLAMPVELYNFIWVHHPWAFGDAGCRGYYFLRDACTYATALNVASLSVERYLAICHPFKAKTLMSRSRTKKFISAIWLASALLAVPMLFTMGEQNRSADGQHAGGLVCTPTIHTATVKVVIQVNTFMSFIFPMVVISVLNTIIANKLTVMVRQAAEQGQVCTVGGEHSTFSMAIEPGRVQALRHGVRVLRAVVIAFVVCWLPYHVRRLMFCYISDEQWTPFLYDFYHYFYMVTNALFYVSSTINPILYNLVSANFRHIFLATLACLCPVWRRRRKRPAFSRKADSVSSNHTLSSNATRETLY
NTR1 agonist cell count 20 µM: second read-out of NTR1 agonist, no call of its own (marks repeat the call); cell count; measured here: cell count, cytotoxicity flag
Myeloid diff 2 GFP+ MAC1+ %: recorded beside Myeloid diff 2, whose call it bears; GFP+ MAC1+ double positive, %; measured here: differentiation confirmed by MAC1 staining
The depositor's hits bear a star; i = inactive; ? = inconclusive; · = not tested or not shown; + = active, no number.

SMILES	MgcRacGAP inhibition	LYP inhibition	Myeloid diff 2	Myeloid diff 2 GFP+ MAC1+ %	HIV fusion peptide	GPR35 arrestin U2OS	GPR55 LPI antagonism	PhoP inhibition	Siah-1 displacement	NTR1 agonist	NTR1 agonist cell count 20 µM
Cc1cc(C(=O)COc2ccc(-c3nnco3)cc2)c(C)n1Cc1ccccc1	9%	-7%	i	2.5	-0.5%	11%	1%	5%	-1%	-0.1	72
Cc1sc(-n2c(C)ccc2C)c(C#N)c1C	23%	-8%	i	4.1	-1.2%	-1%	-4%	-14%	0%	0.7	68
CN(C)C(CNc1ccc(S(C)(=O)=O)cc1[N+](=O)[O-])Cc1ccccc1 (configuration not stated)	5%	-13%	i	3.9	1.9%	-3%	-5%	6%	2%	0.2	60
O=C(Nc1ccccc1-c1ccccc1)NC1CC2CCCC(C1)N2CCc1ccccc1 (configuration not stated)	9%	-2%	i	0.2	0.3%	4%	14%	1%	0%	-0.9	108
CC(OC(=O)c1cc(=O)[nH]c2ccccc12)c1ccccc1 (configuration not stated)	9%	-2%	i	5.5	-0.8%	-2%	1%	17%	-1%	3.2	60
CCNC(=S)N(Cc1cc2c(C)ccc(C)c2[nH]c1=O)C1CCCC1	3%	-3%	i	1.3	0.0%	4%	5%	-3%	-1%	3.3	41
Cc1oc(-c2cccc(Cl)c2)[n+]([O-])c1C	4%	1%	i	0.5	-1.7%	12%	12%	0%	2%	0.6	77
NNC(=O)c1ccc2ccccc2n1	4%	-6%	i	0.6	-2.5%	-2%	6%	4%	-7%	·	·
O=C(COC(=O)Cc1ccccc1[N+](=O)[O-])NCc1ccc(Cl)cc1	8%	-4%	i	0.6	-2.0%	-2%	3%	5%	-1%	-0.4	79
CCOc1ccccc1Nc1ncnc2ccc(Br)cc12	7%	-4%	i	0.2	-0.9%	-1%	-2%	3%	0%	3.0	105
CCOC(=O)C(C)Sc1nc(-c2ccccc2)nc2ccccc12 (configuration not stated)	-2%	3%	i	0.6	-1.3%	-1%	-3%	-11%	6%	5.9	97
COc1cc(C(C)=O)ccc1OCC(O)Cn1nc(C)c(C(C)=O)c1C (configuration not stated)	3%	-6%	i	0.5	-0.9%	-6%	-1%	-1%	-7%	0.7	70
O=C(C1=C(O)C(=O)N(Cc2ccco2)C1c1cccs1)c1cccs1 (configuration not stated)	8%	-2%	i	0.9	13%	-5%	2%	-2%	2%	-0.6	52
Cc1nn(CCc2nn[nH]n2)c2nc(-c3ccc(C4CCCCC4)cc3)cc(C(F)(F)F)c12	4%	11%	+	0.4*	12µM*	10%	21%	7%	-2%	38	49
C/C(=N\OC(=O)Nc1ccccc1)c1cnn(-c2cc(C(F)(F)F)cc(C)n2)c1C	-1%	-6%	i	0.3	0.5%	0%	13%	-10%	6%	1.1	68
Cn1c(CS(=O)Cc2c(Cl)cccc2Cl)nnc1SCc1c(Cl)cccc1Cl (configuration not stated)	7%	-4%	i	1.3	-0.9%	0%	3%	0%	0%	2.7	56
CCN1CCC(NC(=O)Nc2cccc(C(F)(F)F)c2)CC1	15%	-8%	i	0.3	1.9%	2%	18%	-10%	6%	-1.2	90
C=CCNC(=O)CCCOc1cccc(C)c1	6%	-2%	i	6.7	0.8%	13%	-4%	7%	4%	-0.8	43
CCOC(=O)N1CCN(C(=O)CSc2nnc(CNC(=O)c3ccccc3F)o2)CC1	11%	-14%	i	1.1	-0.9%	-9%	6%	-4%	1%	-0.6	81
Cc1ccc(S(=O)(=O)n2cnc3ccccc32)cc1	4%	-4%	i	0.6	0.3%	-8%	7%	3%	6%	-1.3	69
C=CCN(CC=C)C(=S)NC(=O)/C=C/c1ccc(C)cc1	4%	65%*	i	0.8	-2.5%	-3%	8%	-9%	-8%	-0.9	56
CCOc1ccc(C(=O)Nc2ncccc2Cl)cc1	1%	-8%	i	0.4	1.2%	16%	10%	·	0%	1.1	86
O=C(C/C(=N/O)c1ccccc1O)C(F)F	10%	-7%	i	0.5	-1.0%	8%	5%	5%	3%	0.0	55
CC(C)CCN1CCN(Cc2cc3ccccc3[nH]2)CC1CCO (configuration not stated)	13%	0%	i	0.4	0.1%	4%	0%	-6%	1%	-0.3	56
COc1ccc(NC(=O)CC2C(=O)NCCN2C(=O)c2ccc(Cl)cc2)cc1 (configuration not stated)	5%	-8%	i	0.5	0.1%	-6%	-1%	-11%	1%	2.0	52
C/C(=N\NC(=O)CN1CCN(S(=O)(=O)c2ccc(C)cc2)CC1)c1ccncc1	13%	-7%	i	0.5	-1.5%	7%	2%	-7%	14%	-0.4	54
Cc1ccc(OCCn2c(C)nc3ccccc32)cc1	2%	-9%	i	1.8	-0.7%	-6%	-27%	13%	-2%	0.8	70
Cc1cc(C)c(C)c(OCC(=O)O/N=C(\N)c2cccnc2)c1	7%	-3%	i	0.4	-0.1%	13%	2%	-6%	-1%	1.9	48
CCOC(=O)C1CCN(C(=O)c2cc(S(=O)(=O)N3CCCCCC3)ccc2OC)CC1	1%	·	i	1.3	·	·	·	-2%	·	0.2	59
CC(C)C1Oc2ccccc2C(=O)N(CC(=O)c2ccc3c(c2)OCCO3)C1=O (configuration not stated)	7%	-3%	i	1.3	1.5%	7%	26%	-4%	9%	3.3	64
COc1ccc(/C=C(/NC(=O)c2ccccc2)C(=O)Nc2cccc(C(=O)O)c2)cc1	4%	0%	i	0.5	0.3%	-2%	13%	-3%	7%	0.5	70
O=C(NCC(c1cccs1)N1CCOCC1)c1ccccc1NS(=O)(=O)c1ccc(Cl)c([N+](=O)[O-])c1 (configuration not stated)	-3%	5%	i	0.6	14%	2%	-5%	-9%	7%	9.6	91
COc1ccc(CCNC(=O)Oc2ccccc2)cc1OC	-3%	-5%	i	0.8	-1.4%	20%	9%	-2%	2%	0.6	34
COc1cc2nc(CN(C)Cc3ccc(Cl)cc3)[nH]c(=O)c2cc1OC	0%	-3%	i	0.1	-0.7%	3%	-3%	-4%	4%	0.9	42
CCNC(=O)CN1C(=O)NC(Cc2ccccc2)(Cc2ccccc2)C1=O	-9%	-8%	i	0.1	-0.9%	-2%	7%	0%	2%	-0.6	58
CCNC(=O)CN1c2cccc3cccc(c23)S1(=O)=O	8%	-6%	i	0.9	-0.9%	6%	0%	2%	4%	2.0	54
COc1ccccc1CCC(=O)OCC(=O)Nc1ccc(C)c(S(=O)(=O)N2CCCCC2)c1	8%	·	i	0.5	·	·	·	-11%	·	3.4	57
Cc1cnc(NC(=O)C2CC(=O)N(c3cccc(Cl)c3)C2)s1 (configuration not stated)	5%	-9%	i	1.7	0.3%	5%	-7%	-2%	6%	-0.1	60
CCCCCNc1nc(-c2ccccc2)cs1	·	0%	·	·	-2.2%	9%	15%	-3%	2%	2.1	43
O=C(NNC(=O)C1CCN(S(=O)(=O)c2ccc(Cl)cc2)CC1)c1ccccc1O	4%	·	i	0.4	·	·	·	0%	·	0.9	71
CCO[C@@H]1OC(C(=O)NCc2nc3ccccc3[nH]2)=C[C@H](c2coc3ccccc3c2=O)[C@H]1CCCO	6%	·	i	1.5	·	·	·	-5%	·	-0.2	97
CCOc1cc(/C=N\Nc2ccc([N+](=O)[O-])cc2)ccc1OCC(=O)Nc1ccc(C)c(C)c1	6%	0%	·	·	88%*	0%	8%	8%	5%	14	29
CS(=O)(=O)N1CCc2cc(C(=O)Nc3ccccc3Cl)ccc21	7%	-10%	i	0.2	0.8%	7%	11%	7%	5%	0.0	60
O=C(O)c1sccc1Oc1ccc(F)cc1[N+](=O)[O-]	8%	-2%	i	0.3	3.2%	-8%	14%	?	-2%	-1.1	53
CCOC(=O)c1ccc(NC(=S)N(CCCN2CCN(C)CC2)Cc2cccs2)cc1	-1%	2%	i	0.3	-1.3%	6%	14%	-7%	0%	-0.3	56
O=C(Nc1ccccc1N1CCN(C(=O)c2ccccc2)CC1)c1cccc(Cl)c1	-8%	-6%	i	1.7	-2.0%	2%	7%	·	1%	5.6	72
CCOC(=O)C(NCc1ccco1)(NC(=O)c1ccccc1)C(F)(F)F (configuration not stated)	6%	-8%	i	0.8	1.2%	18%	-3%	-2%	0%	-0.6	95
COc1cc(C(=O)NNC(=O)c2cccn2C)cc(OC)c1OC	4%	·	i	0.6	·	·	·	1%	·	-1.1	51
CC(=O)NS(=O)(=O)c1ccc(NC(=O)c2ccc3c(c2)OCO3)cc1	16%	1%	i	0.9	1.0%	9%	-8%	·	3%	-0.3	68
CCC(CC)NC(=O)c1cc2c(C)nn(Cc3ccccc3Cl)c2s1	0%	2%	i	2.4	-0.4%	8%	-3%	1%	8%	-1.3	22
O=C1C(NS(=O)(=O)c2ccc(Br)cc2)=C(N2CCCCC2)C(=O)c2ccccc21	-3%	-2%	?	·	1.0%	-2%	20%	4%	11%	1.9	64
N#Cc1c(SCC(=O)Nc2nc3ccc(Br)cc3s2)sc2c(O)cc(=O)[nH]c12	18%	17%	i	0.1	11µM*	50%	6%	4%	35%	3.2	50
Nn1c(SCC(=O)NCc2ccccc2)nncc1=O	4%	8%	i	1.1	0.5%	-6%	14%	0%	1%	1.2	79
O=C(Nc1ccc(N2CCCC2)cc1)c1cccc(Cl)c1	11%	0%	i	0.4	-2.9%	4%	2%	-3%	6%	3.4	96
CCOC(=O)CC1=C(C(=O)OCC)C(c2ccc(OC)c(OC)c2)C(C#N)=C(N)O1 (configuration not stated)	10%	2%	i	0.8	3.3%	-4%	-4%	-5%	-1%	2.2	69
CN(CC(=O)Nc1ccc(N2CCOCC2)cc1)CC(=O)Nc1ccc(N2CCOCC2)cc1	13%	-4%	i	0.4	-1.6%	-1%	-16%	-3%	-2%	1.4	54
COc1cc(S(=O)(=O)N2CCN3CCCC3C2)ccc1-n1cnnn1 (configuration not stated)	-2%	1%	i	6.6	0.3%	5%	3%	11%	4%	1.4	39
O=C(CNCc1ccco1)Nc1cccc(S(=O)(=O)N2CCCCC2)c1	169µM*	-2%	i	0.4	1.3%	11%	15%	-11%	4%	0.5	52
